CXXC DNA block – blocks binding of human MLL CXXC domain to DNA; 290,000 tested, 0.037% active; Potency, µM (doses to about 115 µM), for inactives: at the highest dose activity change, negative = inhibition, hits mostly inhibitors; AID 2662; MLL-CXXC / FITC-HOXA9 DNA fluorescence polarization; Q03164; active means well fitted inhibition curve with a large enough effect in the polarisation, with a control signal flat, not every such curve was filed as active; inconclusive means small, poorly fitted or top-dose-only effect, or effect the other way, or a change in a side signal; inactive means no such curve, though single readings can be large or run the other way; the % refers to the polarisation
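Purified MLL-CXXC (added from a 7 uM solution) was preincubated 5 min at ambient with pinned compounds in 50 mM Tris-HCl pH 7.5, 50 mM NaCl, 1 mM DTT, 0.05% BSA. Fluorescein-labeled HOX-A9 DNA (50 nM solution) followed, 30 min, then polarization read.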
NPC1 prom act – NPC1 promoter activation; Huh7 NPC1 promoter luciferase reporter, 24 h; 320,000 tested, 2.4% active; Potency, µM (top dose mostly 9.22 µM), for the others: top-dose activation, most hits filed as activators;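 further: % of control where 0% means no effect; nearly all actives have a fitted effect of over 60% in size; reporter is driven by a mutant NPC1 promoter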
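Stably transfected Huh7 (NPC1 promoter→luciferase), 1500 cells/well in Opti-MEM + 10% FBS, 2 h settle, then compound 24 h at 37 °C. Luminescence after 10 min with Amplite reagent.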
Gal4-VP16 FLuc – inhibits Gal4-VP16 luciferase reporter, ROR gamma counter-screen. 310,000 tested, 3.5% active. AID 2546. Drosophila S2 Gal4-VP16 UAS-luciferase, luminescence, 20 h. Potency, µM (highest dose often 53.6 µM), for the others: at the highest dose activity, negative = inhibition, actives largely listed as inhibitors;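 further: Gal4-VP16 expression switched on by copper sulfate through the metallothionein promoter; on the % scale 0 is the no-effect control and ±100 the full control effect; nearly all actives have a fitted effect of over 50% in size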
ELG1 genotox – inducers of genotoxicity in HEK293T ELG1-luciferase cells; HEK293T ELG1-luciferase reporter, luminescence, 16 h; Potency, µM (titrated, usually from 46 µM), for inactives: at the top dose activity change, positive = activation, actives largely listed as activators; 330,000 tested, 1.3% active; AID 504466; further: % of control where 0% means no effect; nearly all actives have a fitted effect of over 60% in size
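Genotoxic stress is detected as increased luminescence from luciferase-tagged ELG1 in HEK293T cells, measured with ONE-Glo after a 16 hr treatment at 37 °C.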
FLuc counter – inhibits or activates purified firefly luciferase, miR-21 counter-screen | purified FLuc, Km substrates, luminescence inhibition | 360,000 tested, 6.9% active | AID 588342 | Potency, µM (doses to about 57.5 µM), inactives show at the highest dose activity change, negative = inhibition, usual class: inhibitors;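 further: plate controls were vehicle for no effect and reference inhibitor for full effect; nearly all actives have a fitted effect of over 55% in size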
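Biochemical qHTS of compounds, final roughly 60 µM downward over six points, against 10 nM purified firefly luciferase using Km concentrations of substrates (10 uM D-luciferin, 10 uM ATP) in Tris acetate pH 7.5 buffer; luminescence output.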
RORg inh – inhibitors of mouse ROR gamma transcriptional activity | P51450 | Drosophila S2 Gal4-RORgamma UAS-luciferase reporter, 20 h | Potency, µM (top dose mostly 53.6 µM), for inactives: at the highest dose activity change, negative = inhibition, most hits filed as inhibitors | 310,000 tested, 5.4% active; further: on the % scale 0 is the no-effect control and ±100 the full control effect; nearly all actives have a fitted effect of over 60% in size
Target sequence (P51450 whole entry, looked up, the tested form may be a part): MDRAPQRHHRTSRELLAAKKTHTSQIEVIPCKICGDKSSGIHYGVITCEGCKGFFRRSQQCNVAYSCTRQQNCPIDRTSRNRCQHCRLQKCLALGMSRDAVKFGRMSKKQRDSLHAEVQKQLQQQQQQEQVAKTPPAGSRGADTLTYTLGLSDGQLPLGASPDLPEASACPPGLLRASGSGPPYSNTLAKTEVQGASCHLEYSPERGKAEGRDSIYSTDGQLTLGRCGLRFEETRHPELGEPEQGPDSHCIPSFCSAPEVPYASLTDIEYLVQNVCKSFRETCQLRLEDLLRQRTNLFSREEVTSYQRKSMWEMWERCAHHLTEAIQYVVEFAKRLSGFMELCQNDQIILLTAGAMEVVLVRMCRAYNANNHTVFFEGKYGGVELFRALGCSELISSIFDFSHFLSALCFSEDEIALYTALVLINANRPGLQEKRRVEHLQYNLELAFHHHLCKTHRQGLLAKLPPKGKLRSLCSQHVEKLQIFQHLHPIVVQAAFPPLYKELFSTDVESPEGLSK
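Compounds are pin-transferred onto Drosophila Schneider cells expressing a copper-inducible Gal4–ROR gamma transactivation domain fusion. After 1 hr, copper sulfate is added to 700 uM final; luciferase is read 20 hr later.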
MBNL1 CUG block – inhibitors of human MBNL1 binding to CUG repeat RNA; Q9NR56; TR-FRET MBNL1-His/biotin-(CUG)12 binding, 665/545 ratio; Potency, µM (top dose mostly 57.5 µM), without a hit: top-dose activity change, negative = inhibition, actives largely listed as inhibitors; 280,000 tested, 0.036% active; AID 2675; active means well fitted inhibition curve with a large enough effect in the signal ratio, with a control signal flat, not every such curve was filed as active; inconclusive means small, poorly fitted or top-dose-only effect, or effect the other way, or a change in a side signal; inactive means no such curve, though single readings can be large or run the other way; the % refers to the signal ratio; further: on the % scale 0 is the no-effect control and ±100 the full control effect
Target sequence (Q9NR56 whole entry, looked up): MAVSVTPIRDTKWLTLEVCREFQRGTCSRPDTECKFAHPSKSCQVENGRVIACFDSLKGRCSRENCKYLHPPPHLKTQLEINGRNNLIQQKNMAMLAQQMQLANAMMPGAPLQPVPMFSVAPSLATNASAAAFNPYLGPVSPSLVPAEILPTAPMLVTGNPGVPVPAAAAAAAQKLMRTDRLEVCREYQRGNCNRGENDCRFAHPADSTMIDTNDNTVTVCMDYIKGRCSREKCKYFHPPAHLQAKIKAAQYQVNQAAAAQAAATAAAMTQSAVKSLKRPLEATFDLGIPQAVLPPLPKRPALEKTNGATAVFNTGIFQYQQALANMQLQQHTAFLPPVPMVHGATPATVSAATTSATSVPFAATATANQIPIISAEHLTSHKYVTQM
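TR-FRET readout: Ex 340 nm, 665/545 nm emission ratio, normalized to buffer-only (basal) and MBNL1-(CUG)12 controls. Complex of MBNL1-His with Biotin-(CUG)12, compounds 92 nM–58 uM, incubated 60 min at room temperature.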
Rab9 promoter act – activates the Rab9 promoter. 320,000 tested, 2.8% active. AID 485297. Potency, µM (highest dose often 9.22 µM), for the others: at the highest dose activation, negative = inhibition, most hits filed as activators. Huh7 Rab9 promoter-luciferase reporter, luminescence, 24 h; further: % of control where 0% means no effect; nearly all actives have a fitted effect of over 60% in size
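Stable Rab9-luc Huh7, 1500 cells/well, 2 h settle; cmpd in DMSO, 24 h, 37 °C/5% CO2; luciferase reagent 10 min RT; luminescence.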
BRCA1 expr act – increases BRCA1 expression. MCF7-BRCA1-FFLuc reporter, luminescence, 48 h; response scale: scaled: vehicle 0%, 10 µM genistein 100%. Potency, µM (top dose mostly 46.1 µM), for inactives: top-dose activation, most hits filed as activators. 380,000 tested, 1.1% active; further: nearly all actives have a fitted effect of over 80% in size; some results filed as inactive show a strong effect at the top dose
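Luminescence from a BRCA1-driven firefly luciferase in MCF7 cells was the read-out, taken 15 min after substrate addition following 48 h compound exposure at 37 °C. Data were normalized to a 10 microM genistein control and DMSO vehicle.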
uPA surface inh – inhibitors of cell surface uPA generation; cell surface uPA generation assay, qHTS; Potency, µM (titrated, usually from 38.3 µM), for the others: top-dose activity change, negative = inhibition, most hits filed as inhibitors; 330,000 tested, 0.31% active; active means well fitted inhibition curve with a large enough effect; inconclusive means small, poorly fitted or top-dose-only effect; inactive means no such curve, though single readings can be large or run the other way; tested in mouse RAW 264.7 cells; further: on the % scale 0 is the no-effect control and ±100 the full control effect; nearly all actives have a fitted effect of over 55% in size
p53 reactivation – re-activators of mutant p53; H1299 p53-A138V BP100-luciferase reporter, luminescence, 24 h; AID 504706; 320,000 tested, 0.063% active; Potency, µM (titrated, usually from 92.2 µM), without a hit: top-dose activity change, positive = activation, hits mostly activators; further: % of control where 0% means no effect; nearly all actives have a fitted effect of over 45% in size
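H1299 (p53-null), stable ts p53-A138V + BP100-Luc; 1000 cells/well, Opti-MEM/10% FBS; cpd 4 pt, 1:5; 24 h, 37 deg C, 5% CO2; detection reagent 10 min RT; luminescence.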
* = called active by the depositor; ? = inconclusive; / = no result given; [ ] = dose if it differs, or a comment. Unless noted, the call rests on the fitted dose curve; in most records, active means well fitted curve in the direction sought with a large enough effect; inconclusive means small, poorly fitted or top-dose-only effect, or another doubt; inactive means no such curve, though single readings can be large; an effect the other way counts as inactive or inconclusive. Potency means the concentration at half of the fitted maximal effect. These rows are one share of the data. The share of hits here may be higher or lower than overall.

nr	SMILES	CXXC DNA block	NPC1 prom act	Gal4-VP16 FLuc	ELG1 genotox	FLuc counter	RORg inh
1	CCOc1ccccc1NC(=O)Cn1c(=O)n(-c2ccc(OC)cc2OC)c(=O)c2c(C)c(C(=O)N(CC)CC)sc21	-7%	0%	4%	-1%	-4%	13%
2	Cc1ccc(C(C)NC(=O)C23CC4CC(CC(C4)C2)C3)cc1 (stereo not given)	20%	-2%	2%	-1%	-1%	2%
3	Cc1ccc2c(C)c(C(=O)NCCN3CCOC3=O)oc2c1C	5%	-2%	9%	7%	-17%	32%
4	CCCOc1ccc(Cl)cc1CNc1ccccc1	-10%	1%	3%	3%	-2%	44%
5	CCOc1cc(C(=S)N2CCCC2)ccc1O	-2%	-1%	-1%	0%	-13%	44%
6	CCN(CC)CCCNC(=O)/C=C/C(=O)O	-4%	2%	-11%	-2%	-9%	14%
7	CCN1CCN(CCC(=O)Nc2ccc(C)cc2)CC1	-5%	7%	-5%	1%	-1%	-33%
8	O=C(Cc1ccccc1)NNC(=O)c1ccc(Br)o1	?	1%	/	2%	-3%	/
9	CC(C)C1N=C2c3ccccc3N=C(SCC(=O)c3ccc(O)c(O)c3)N2C1=O (stereo not given)	-3%	1%	0%	-2%	4%	-31%
10	Cc1cccnc1NC(=O)CSc1ncnc2sc(C)c(C)c12	/	-4%	/	-1%	6%	/
11	Cn1c(SCC(=O)N2CCCc3ccccc32)nc2ccccc2c1=O	-4%	-12%	-6%	-10%	0%	23%
12	Cc1ccc(C(=O)c2coc3ccc(OCC(=O)O)cc23)cc1	3%	-2%	-18%	3%	21µM*	?
13	C#CC(CC)(CC)NC(=O)c1ccc(Br)s1	-14%	0%	1%	-5%	-6%	-31%
14	CCOC(=O)CNC(=O)CSc1nnc(-c2cccc(C)c2)n1-c1ccc(OC)cc1	6%	-4%	-16%	0%	7%	35%
15	COc1ccc(/C=C2/SC(=O)N(CC(=O)NCCC(C)C)C2=O)cc1OC	-8%	-2%	28%	0%	1%	19%

nr	MBNL1 CUG block	Rab9 promoter act	BRCA1 expr act	uPA surface inh	p53 reactivation
1	6%	-3%	12%	-10%	-6%
2	1%	-9%	-22%	5%	2%
3	4%	5%	24%	-6%	12%
4	9%	-17%	-8%	5%	3%
5	-2%	0%	-2%	0%	?
6	-2%	0%	50%	4%	-7%
7	-4%	-2%	-3%	7%	8%
8	-10%	6%	9%	-2%	/
9	1%	-3%	-61%	-10%	9%
10	/	2%	-11%	0%	-6%
11	-13%	-15%	-63%	-9%	-7%
12	2%	3%	-14%	-2%	-3%
13	-5%	-2%	-14%	5%	0%
14	3%	-10%	-10%	5%	-65%[inhibitor]
15	11%	8%	-1%	-2%	1%

Overlap with the part before: two compounds, then new ones.
nr	SMILES	CXXC DNA block	NPC1 prom act	Gal4-VP16 FLuc	ELG1 genotox	FLuc counter	RORg inh
14	CCOC(=O)CNC(=O)CSc1nnc(-c2cccc(C)c2)n1-c1ccc(OC)cc1	6%	-4%	-16%	0%	7%	35%
15	COc1ccc(/C=C2/SC(=O)N(CC(=O)NCCC(C)C)C2=O)cc1OC	-8%	-2%	28%	0%	1%	19%
16	O=C(O)c1ccccc1NC(=O)N1CCOCC1	-4%	0%	-9%	6%	-11%	-20%
17	CCCn1c(N)c(N(CCOC)C(=O)c2ccc(F)cc2)c(=O)[nH]c1=O	3%	-2%	-9%	6%	-3%	-13%
18	Cc1cc(C)nc(NC(=O)c2csnn2)c1	-1%	2%	-6%	-3%	-2%	-3%
19	Cc1c(F)cccc1NS(=O)(=O)c1ccc(OCCNS(C)(=O)=O)cc1	3%	-4%	?	-11%	-8%	?
20	COc1cc2cc(C(=O)N/N=C/c3ccc(F)cc3)[nH]c2cc1OC	3%	1%	-6%	0%	?	21%
21	Cc1ccc(NC(=S)N(CCN(C)C)C(C)c2ccco2)c(C)c1 (stereo not given)	-12%	-4%	2%	0%	3%	-37%
22	COc1ccc(C(O)(C(=O)NNc2ccc(C)cc2)c2cccs2)cc1 (stereo not given)	-2%	1%	11%	5%	-1%	10%
23	COc1cc2c(cc1/C=C/C(=O)O)OC(C)C2 (stereo not given)	-10%	-2%	6%	-2%	-5%	-14%
24	O=C(C1CCCCC1)N1CCN(S(=O)(=O)c2ccc(Cl)cc2)CC1	-1%	2%	0%	-1%	5%	28%
25	CCCC(=O)Nc1ccc(C(=O)NNC(=O)c2cccc([N+](=O)[O-])c2)cc1	-9%	1%	-5%	2%	-1%	-9%
26	N#Cc1c(-c2cccc([N+](=O)[O-])c2)nc2n(c1=O)CCS2	7%	2%	-1%	-8%	1%	-6%
27	Cc1ccc(S(=O)(=O)N2CCN(C(=O)C3CCCC3)CC2)cc1C	-12%	-4%	-16%	-1%	1%	7%
28	CCCc1n[nH]c2c1/C(=N\O)CCC2	1%	-1%	-4%	0%	5%[2.3 µM]	-7%
29	Nc1c(S(=O)(=O)c2ccccc2)csc1C(=O)O	-2%	-2%	3%	1%	-11%	-1%
30	O=C(CCCNC(=O)c1ccc(Cl)cc1)Nc1ncccc1O	-6%	0%	-5%	0%	0%	2%

nr	MBNL1 CUG block	Rab9 promoter act	BRCA1 expr act	uPA surface inh	p53 reactivation
14	3%	-10%	-10%	5%	-65%[inhibitor]
15	11%	8%	-1%	-2%	1%
16	0%	-5%	-1%	3%	6%
17	2%	4%	-2%	1%	0%
18	-2%	-1%	-4%	5%	-1%
19	6%	2%	5%	1%	-4%
20	14%	4%	-3%	?	-4%
21	-8%	0%	-4%	-1%	-3%
22	3%	2%	3%	0%	-4%
23	7%	-2%	0%	0%	?
24	4%	0%	-16%	-3%	-13%
25	?	-11%	-51%	-2%	-1%
26	?	-3%	0%	3%	12%
27	-9%	-2%	-22%	-1%	0%
28	11%	3%	4%	0%	-1%
29	-8%	0%	0%	-1%	3%
30	10%	-1%	3%	-5%	19%

4 of the compounds above, bar-delimited.
nr | canonical_smiles | CXXC DNA block | NPC1 prom act | Gal4-VP16 FLuc | ELG1 genotox | FLuc counter | RORg inh | MBNL1 CUG block | Rab9 promoter act | BRCA1 expr act | uPA surface inh | p53 reactivation
26 | N#Cc1c(-c2cccc([N+](=O)[O-])c2)nc2n(c1=O)CCS2 | 7% | 2% | -1% | -8% | 1% | -6% | ? | -3% | 0% | 3% | 12%
27 | Cc1ccc(S(=O)(=O)N2CCN(C(=O)C3CCCC3)CC2)cc1C | -12% | -4% | -16% | -1% | 1% | 7% | -9% | -2% | -22% | -1% | 0%
28 | CCCc1n[nH]c2c1/C(=N\O)CCC2 | 1% | -1% | -4% | 0% | 5%[2.3 µM] | -7% | 11% | 3% | 4% | 0% | -1%
29 | Nc1c(S(=O)(=O)c2ccccc2)csc1C(=O)O | -2% | -2% | 3% | 1% | -11% | -1% | -8% | 0% | 0% | -1% | 3%

Continued.
nr	SMILES	CXXC DNA block	NPC1 prom act	Gal4-VP16 FLuc	ELG1 genotox	FLuc counter	RORg inh
31	CCc1ccc(C2c3[nH]c4ccccc4c3CCN2C(=O)CN2CCN(CC)CC2)cc1 (stereo not given)	-13%	0%	-24%	0%	0%	-36%
32	Cc1ccc2c(c1)N(CCC(=O)NCCCOC(C)C)C(=O)C(C)O2 (stereo not given)	-9%	-3%	-5%	0%	0%	18%
33	O=C(CCC(=O)Nc1ccccc1)NNC(=O)c1ccccc1Cl	-5%	1%	10%	0%	-4%	7%
34	O=C(CSCc1cc(=O)n2ccsc2n1)Nc1ccccc1	31%[activator]	0%	-1%	1%	2%	4%
35	CC(=O)c1ccc(NC(=O)CCCCCn2nnc3ccccc3c2=O)cc1	6%	-3%	-1%	-5%	-4%	6%
36	O=C(COC(=O)/C=C/c1ccc(C(F)(F)F)cc1)NC(=O)NCc1ccco1	/	0%	/	3%	-3%	/
37	O=C(CSC1=NS(=O)(=O)c2ccccc21)Nc1ccccc1	32µM*	-8%	20µM*	0%	?	?

nr	MBNL1 CUG block	Rab9 promoter act	BRCA1 expr act	uPA surface inh	p53 reactivation
31	6%	-1%	0%	-3%	0%
32	-10%	1%	6%	-3%	2%
33	-1%	7%	24%	-16%	3%
34	-2%	-1%	6%	8%	2%
35	3%	4%	10%	13%	9%
36	/	-1%	-28%	1%	17%
37	8%	-24%	-2%	?	-3%

Screens as filed in PubChem.
